Source: PubChem BioAssay (National Center for Advancing Translational Sciences (NCATS))
BLM helicase inh: inhibitors of human Bloom syndrome helicase BLM | recombinant BLM DNA unwinding, fluorescence dequenching | Potency, µM (series often up to 56.1 µM), for the others: at the highest dose activity change, negative = inhibition, hits mostly inhibitors | P54132 | 350,000 compounds, 0.2% hits;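 also: potency is read from the fitted curve at half-maximal effect; plate controls were vehicle for no effect and no enzyme for full effect; nearly all actives have a fitted effect of over 35% in size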
Pol kappa inh: blocks human DNA polymerase kappa activity. 400,000 compounds, 0.53% hits. Q9UBT6. purified Pol kappa, fluorescent DNA synthesis assay, 10 min. Potency, µM (highest dose often 107 µM), for the others: at the highest dose activity, negative = inhibition, actives largely listed as inhibitors; also: potency is read from the fitted curve at half-maximal effect; % is scaled to controls: 0 for no effect and ±100 for the full control effect
Target sequence (Q9UBT6 whole entry, looked up): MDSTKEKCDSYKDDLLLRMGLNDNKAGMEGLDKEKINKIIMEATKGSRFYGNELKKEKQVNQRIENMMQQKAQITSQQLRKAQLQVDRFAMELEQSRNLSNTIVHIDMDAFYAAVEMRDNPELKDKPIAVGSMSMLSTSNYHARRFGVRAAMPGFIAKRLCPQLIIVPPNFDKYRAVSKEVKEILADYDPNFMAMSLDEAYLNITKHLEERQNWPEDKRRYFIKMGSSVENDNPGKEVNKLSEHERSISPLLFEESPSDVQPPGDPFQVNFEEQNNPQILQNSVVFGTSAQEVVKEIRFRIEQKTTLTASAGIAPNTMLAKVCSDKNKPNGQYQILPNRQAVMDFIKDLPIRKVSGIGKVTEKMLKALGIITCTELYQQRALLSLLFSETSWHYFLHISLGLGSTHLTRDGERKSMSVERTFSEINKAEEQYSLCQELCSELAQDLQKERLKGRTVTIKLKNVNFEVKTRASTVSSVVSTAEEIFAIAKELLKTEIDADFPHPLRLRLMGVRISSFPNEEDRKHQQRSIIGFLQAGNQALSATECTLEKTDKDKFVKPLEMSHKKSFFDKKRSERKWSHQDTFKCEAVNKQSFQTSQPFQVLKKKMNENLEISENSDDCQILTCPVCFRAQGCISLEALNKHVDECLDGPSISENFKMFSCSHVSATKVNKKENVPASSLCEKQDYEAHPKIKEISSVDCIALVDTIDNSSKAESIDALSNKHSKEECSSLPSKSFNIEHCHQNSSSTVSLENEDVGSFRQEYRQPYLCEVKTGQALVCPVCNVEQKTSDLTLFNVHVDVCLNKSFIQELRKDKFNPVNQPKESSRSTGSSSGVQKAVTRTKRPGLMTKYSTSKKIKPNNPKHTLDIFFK
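First, compounds were pin-transferred onto 10 nM Pol kappa. After 15 min at room temperature, substrate was added to 50 nM final. Fluorescence was then measured kinetically at 0 and 10 min.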
PGK inhibitor: blocks T. brucei phosphoglycerate kinase. AID 602233. 380,000 compounds, 0.043% hits. Potency, µM (top dose mostly 57.5 µM), for the others: top-dose activity change, negative = inhibition, usual class: inhibitors. PGK/GAPDH coupled, Kinase-Glo luminescence, 60 min. P07378; also: potency is read from the fitted curve at half-maximal effect; % is scaled to controls: 0 for no effect and ±100 for the full control effect; nearly all actives have a fitted effect of over 60% in size
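Luminescent ATP detection (Kinase-Glo Plus) follows a 60-minute room-temperature incubation, with wells lacking PGK as controls. Buffer: 100 mM TEA (pH 7.6), 5 mM MgCl2, 0.01% Tween-20. Coupling enzyme GAPDH (100 nM final) supplies unstable 1,3-BPG in-well.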
POLI inh: DNA polymerase iota (human) inhibition | AID 588590 | Potency, µM (highest dose often 115 µM), for inactives: top-dose activity, negative = inhibition, hits mostly inhibitors | 390,000 compounds, 1% hits | Q9UNA4 | Pol iota fluorescent replication assay, 10 min; also: potency is read from the fitted curve at half-maximal effect
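Fluorescent replication assay read twice, at 0 min and 10 min after adding 50 nM (final) substrate. Enzyme (10 nM) and compounds were first incubated 15 min at room temperature; enzyme-free buffer wells were negative controls.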
RXFP1 antagonist: blocks the human relaxin receptor RXFP1 | 350,000 compounds, 0.59% hits | activity change, negative = inhibition, % at 57.5 µM | Q9HBX9 | HEK293-RXFP1, relaxin-stimulated cAMP HTRF, 30 min; hits give low values;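 active = activity change of -60% or lower, but not beyond a set lower limit; inconclusive = change between -60% and -40%, or beyond the set limit; inactive = change above -40%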; also: % is scaled to controls: 0 for no effect and ±100 for the full control effect
APEX1 inh: blocks human APE1 abasic DNA cleavage; P27695; recombinant APE1, TAMRA/BHQ-2 abasic DNA cleavage fluorescence; Potency, µM (series often up to 65.8 µM), without a hit: top-dose activity change, negative = inhibition, hits mostly inhibitors; 350,000 compounds, 0.35% hits;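 also: potency is read from the fitted curve at half-maximal effect; plate controls were vehicle for no effect and reference inhibitor for full effect; nearly all actives have a fitted effect of over 55% in size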
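Compound pre-exposure to 0.75 nM APE1, 15 min at ambient temperature. Reaction initiated with 50 nM TAMRA/BHQ-2 THF substrate, read immediately in kinetic mode, 525 nm excitation, 598 nm emission.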
Pol beta inh: inhibitors of human DNA polymerase beta; P06746; Pol beta primer extension/strand displacement, fluorescence kinetic; Potency, µM (highest dose often 114 µM), for inactives: at the top dose activity change, negative = inhibition, most hits filed as inhibitors; 340,000 compounds, 1.3% hits; AID 485314; also: potency is read from the fitted curve at half-maximal effect; % is scaled to controls: 0 for no effect and ±100 for the full control effect
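Pol beta (10 nM) and compounds were preincubated 15 min at room temperature, then 50 nM substrate (final) started primer extension/strand displacement. Reads were taken at 0 and 10 min; concentration-response data were fitted to a four-parameter Hill equation.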
Pol eta inh: DNA polymerase eta (human) inhibition; Q9Y253; recombinant Pol eta, fluorescent DNA replication assay; Potency, µM (doses to about 114 µM), without a hit: top-dose activity change, negative = inhibition, most hits filed as inhibitors; 390,000 compounds, 1.2% hits; AID 588591; also: potency is read from the fitted curve at half-maximal effect; % is scaled to controls: 0 for no effect and ±100 for the full control effect
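Fluorescent replication assay: 50 nM final substrate added after a 15 min room-temperature compound preincubation with 10 nM enzyme. Signal taken at 0 min and again at 10 min.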
Apoferritin bind: binds horse apoferritin like a general anesthetic; P02791; apoferritin/1-aminoanthracene competitive binding, fluorescence; Potency, µM (doses to about 77.5 µM), inactives show at the highest dose activity change, negative = displacement, actives largely listed as inhibitors; 350,000 compounds, 0.074% hits; AID 485281; also: potency is read from the fitted curve at half-maximal effect; % is scaled to controls: 0 for no effect and ±100 for the full control effect; nearly all actives have a fitted effect of over 20% in size
Target sequence (P02791 2-175 limits assumed): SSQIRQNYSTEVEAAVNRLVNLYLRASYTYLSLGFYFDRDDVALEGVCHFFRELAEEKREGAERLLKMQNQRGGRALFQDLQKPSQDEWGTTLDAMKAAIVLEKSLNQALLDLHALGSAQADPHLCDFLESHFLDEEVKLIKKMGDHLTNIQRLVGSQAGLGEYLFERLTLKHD
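Steps: apoferritin (10 uM) was premixed with half-saturated 1-AMA in PBS, compounds were pin-transferred, plates stood 10 min at room temperature, fluorescence was read at 380/535 nm, and curves were fitted with a Hill equation.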
The depositor's hits bear a star; i = inactive; ? = inconclusive; · = not tested or not shown; & = joins results of further samples; [ ] = another dose, or the depositor's remark. Unless noted, calls follow the shape of the dose curve; as a rule, active = well fitted curve in the direction sought with a large enough effect; inconclusive = small, poorly fitted or top-dose-only effect, or another doubt; inactive = no such curve, though single readings can be large; an effect the other way counts as inactive or inconclusive. Not all compounds are listed; the hit share may differ from the screen's.

SMILES | BLM helicase inh | Pol kappa inh | PGK inhibitor | POLI inh | RXFP1 antagonist | APEX1 inh | Pol beta inh | Pol eta inh | Apoferritin bind
COc1ccc(NC(=O)c2cc3c(=O)n(Cc4cccnc4)ccc3nc2C)c(OC)c1 | 2% | 11% | -8% | 7% | -21 | · | -20% | -18% | 0%
COc1ccc(CNC(=O)COC(=O)[C@H](Cc2c[nH]c3ccccc23)NC(=O)c2cccs2)cc1 | -7% | 0% | 3% | 1% | -10 | -1% | 15% | -13% | 0%
Cc1ccc(N(Cc2cccs2)C(=O)COc2ccccc2[N+](=O)[O-])cc1 | -8% | -8% | -3% | 9% | -16 | · | 1% | -14% | -7%
CCc1nnc(NC(=O)c2ccc(COc3ccccc3C)o2)s1 | -3% | -1% | i | 63%[activator] | -9 | 2% | 31% | -15% | -2%
COCOc1ccc(-c2oc3c(C/C=C(\C)CCC=C(C)C)ccc(O)c3c(=O)c2OCOC)c(OCOC)c1 | · | 4% | -8% | 15% | · | · | · | -18% | ·
O=C(Nc1ccccc1C(=O)O)c1ccc(Br)o1 | -3% | -1% | 6%[11.5 µM] | -23% | 5 | -6% | 13% | 2% | -5%
O=C(CCS(=O)(=O)c1ccccc1)NC1CCCCC1 | 2% | 2% | -8% | 12% | -4 | 30% | ? | -17% | -6%
O=C(Nc1ccc(Cl)cc1[N+](=O)[O-])c1ccc2c(c1)OCCO2 | -3% | -10% | -1% | 7% | -14 | 13% | 23% | 18% | -3%
COc1ccccc1NS(=O)(=O)c1cccc(C(=O)N/N=C/c2c(C)nn(-c3ccccc3)c2N2CCCC2)c1 | -10% | -8% | -4% | 5% | -4 | -1% | -13% | 0% | 52%[activator]
Cc1ccc(Cn2c(=O)n(Cc3ccccc3Cl)c(=O)c3cccnc32)cc1 | 0% | -1% | 7% | -2% | · | · | 6% | -19% | 7%
O=C(Nc1ccc(C(=O)N2CCOCC2)cc1)c1cccc(Br)c1 | -2% | 2% | i | 22% | -12 | -3% | 0% | -14% | -11%
CN1/C(=C\C(=S)NC(=O)c2cccc(Br)c2)C(C)(C)c2ccccc21 | -4% | -14% | 2% | 7% | -14 | -4% | 11%[57.1 µM] | -15% | -8%
COc1ccc(N2CC(C(=O)Nc3ccncc3)CC2=O)cc1 (stereo not drawn) | 1% | 2% | 8% | 10% | -6 | -3% | 42% | -22% | 3%
COc1ccc(-c2nc3nc(SC)nn3cc2C)cc1F | 2% | 4% | -1% | ? | -8 | 4% | 21% | -8% | -10%
COc1ccc(-c2cc3onc(-c4c(Cl)cccc4Cl)c3c(=O)n2C)cc1 | · | -7% | -9% | -2% | · | 30% | · | -5% | ·
O=C(NCc1ccc2c(c1)OCO2)C1CC(c2cccc(Br)c2)=NO1 (stereo not drawn) | -7% | -7% | -6% | -6% | 2 | -9% | 29% | -12% | ?
CC(C)=CCC1=C(OCC(=O)O)C(=O)c2ccccc2C1=O | ? | -2% | · | ? | 14 | 55%[activator] | ? | 22µM* | -10%
CCCCc1nc2cc(C(=O)N3CCC(OCCOC)CC3)ccc2o1 | 0% | -6% | 0% | -7% | 10 | 19% | -11% | -15% | -7%
O=c1[nH]n2cc(-n3cc([N+](=O)[O-])cn3)cnc2c1Br | 1% | -8% | -4% | -4% | 5 | -4% | 21% | -12% | -9%
CC(C(=O)N1CCCC1)N(c1ccccc1)S(C)(=O)=O (stereo not drawn) | -1% | · | · | · | · | 1% | -7% | · | 0%
Cc1ccccc1C(=O)Oc1cc(N)n(S(=O)(=O)c2ccccc2)n1 | -6% | -5%[60.1 µM] | -1% | 13% | -5 | 0% | 24% | 11% | -19%
COc1ccccc1NC(=S)N1CCN(c2ccc(F)cc2)CC1 | -3% | 0% | -4% | -22% | 25 | 1% | 11% | 3% | -7%
CCOC(=O)N1CCN(C(=O)COC(=O)c2cc(C)ccc2C)CC1 | · | 1% | 5% | 9% | 16 | 9% | · | -3% | ·
CCOC(=O)CSc1nnc(NC(=O)c2ccc3c(c2)OCO3)s1 | 0% | 0% | -3% | 4% | -7 | 24% | 1% | -5% | -7%
COc1ccccc1N1CCN(c2nc(N)c(C#N)c(CC#N)c2C#N)CC1 | 0% | 4% | -6% | -2% | -7 | -4% | -26% | 6% | ?
COc1ccccc1OCC(=O)Nc1ccccc1C(=O)N1CCCCC1 | -1% | -7% | 5% | 8% | -4 | 27% | 34% | -7% | 0%
CCOC(=O)COc1ccc(S(=O)(=O)N2CCN(c3ccccc3F)CC2)cc1 | -7% | -14% | · | 9% | 12 | -8% | 32% | -13% | 43%[activator]
CCOc1ccc(C(=O)NCCCN(CC)CC)cc1 | -2% | 13% | -9% | 227%[activator] | 13 | 1% | 1% | -13% | -5%
CC(=O)NC1C(=O)Nc2c(C)cc(C)cc21 (stereo not drawn) | -2% | 6% | -3% | 6% | 0 | -4% | 5% | 14% | -6%
C[C@H](N)C(=O)N[C@@H](CO)C(=O)N[C@H](C(=O)N[C@H](C(=O)N[C@H](C(=O)N[C@@H](CC(N)=O)C(=O)N[C@@H](Cc1ccc(O)cc1)C(=O)N[C@H](C(=O)O)[C@@H](C)O)[C@@H](C)O)[C@@H](C)O)[C@@H](C)O | -3% | 11%[60.1 µM] | · | · | · | 0% | · | · | -15%
Cc1nc2ccc(S(=O)(=O)NCC(=O)N3CCOCC3)cc2s1 | 0% | -1% | 0% | 1% | 0 | -3% | -2% | 1% | -8%
CCC(=O)Nc1ccccc1-c1nnn(CC(=O)N2c3ccccc3CC2C)n1 (stereo not drawn) | -6% | -1% | i | 0% | -15 | -5% | -17% | 3% | -15%
N#Cc1ccc(OCC(=O)NCC(c2cccs2)N2CCOCC2)cc1 (stereo not drawn) | 0% | 2% | 3% | -6% | -4 | 34% | -9% | -6% | -3%
CC1=CC(=O)CC2C1(C)CCC(C)C2(C)CCC(C)CC(=O)O (stereo not drawn) | -1% | -28% | -6% | 89µM* | · | ? | 45µM* | 79µM* | -3%
CN(C)CCC1(c2ccc(Cl)cc2)Cc2ccccc2C(=O)O1 (stereo not drawn) | 4%&4% | -16%&16%[60.1 µM] | · | · | · | 2%&-1% | · | · | 5%&-1%
COC(=O)[C@H](C)NC(=O)NCc1ccc(S(N)(=O)=O)cc1 | -3% | 1% | -4% | 35%[activator] | -3 | -1% | -25% | 6% | 1%
O=C(NC1CC1)c1nc(Cn2cc([N+](=O)[O-])cn2)no1 | -1% | 0% | -1% | 25% | 4 | 30% | -10% | -20% | -3%
O=C(COc1cccc(C(F)(F)F)c1)NCCCN1CCCC1=O | -1% | -6% | -3% | 1% | 2 | -8% | 7% | 0% | -2%
COc1ccc(C(=O)Nc2ccccc2)cc1NC(=O)c1cccs1 | -10% | -12% | 9% | 21% | 2 | -11% | 17% | -12% | -15%
Cc1cc(Br)cc(C)c1OCC(=O)NNC(=O)c1cccs1 | -3% | -16% | -9% | 23% | -17 | 11% | ? | -9% | -3%
c1ccc(-c2nnc3sc(CN4CCc5ccccc54)cn23)cc1 | -5% | -1% | · | 10% | -1 | 0% | 1% | 6% | 1%
C=CCSc1nc2c(c(C3CC=CCC3)c1C#N)CCC2 (stereo not drawn) | -2% | -4% | -9% | 2% | -8 | 12% | 10% | ? | 7%
CCCCn1c(/N=C/c2ccc3c(c2)OCO3)nc2ccccc21 | 2% | -9% | -8% | 3% | 11 | -2% | 2% | -12% | -7%
O=C(c1ccc(-c2ccccc2)c(F)c1)C1CCCN(CCCn2cccn2)C1 (stereo not drawn) | -1% | 6% | i | -6% | -11 | 8% | 4% | -6% | -13%
Cc1cc(N=Nc2ccc(Cl)cc2)cc(CN2CCCC2)c1O | -15% | -12% | -7% | 9% | -36 | -3% | -2% | -26% | -4%
CCCCCN(C(=O)CCC(=O)OCCOc1ccc(OC)cc1)c1c(N)n(CCCC)c(=O)[nH]c1=O | · | -14% | -10% | -8% | -10 | 14% | · | -14% | ·
O=C(NCC1COc2ccccc2O1)c1ccc(F)c(S(=O)(=O)N2CCOCC2)c1 (stereo not drawn) | · | -3% | -3% | 20% | -6 | 48%[activator] | · | -11% | ·
CCN(CC(=O)Nc1cc(Cl)ccc1C)C(=O)C1CC(=O)N(Cc2ccccc2)C1 (stereo not drawn) | · | -8% | -5% | -11% | 4 | -8% | · | -16% | ·
CCOc1ccc2[nH]c(=O)c(C(c3nnnn3CC3CCCO3)N3CCc4ccccc4C3)cc2c1 (stereo not drawn) | -14% | -15% | 2% | ? | -14 | -1% | 1% | -20% | -2%
CCOC(=O)c1ccc(NC(=O)C23CCC(C)(C(=O)O2)C3(C)C)cc1 (stereo not drawn) | -10% | -2% | i | 4% | 9 | -3% | 17% | -13% | -19%
COc1ccc(C(=O)c2c3ccc(C(F)(F)F)cc3[n+]([O-])n2CCCC(N)=O)cc1 | · | -15% | 0% | 11% | · | 3% | · | -8% | ·
CCOc1ccc(-c2nc(-c3ccccc3C)no2)cc1 | 2% | · | · | · | · | 9% | 3% | · | 5%
CCOc1ccc(N(CC(=O)NCc2ccc(F)cc2)C(=O)c2ccco2)cc1 | -5% | -8% | -8% | 7% | 5 | -4% | 17% | -6% | 5%
Cc1ccc(S(=O)(=O)n2ccc(-c3ccc(OCc4c(F)cccc4Cl)cc3)n2)cc1 | -3% | -6% | 6% | 18% | -3 | -3% | 1% | -4% | -5%
